Source: PubChem
FXIIa inh 1536: factor XIIa (human) inhibition. purified FXIIa, Boc-QGR-AMC fluorogenic substrate, 2 h. AID 800. inhibition, % at 5 µM. P00748. 0.3% of 220,000 active; in the data active = inhibition above about 40%;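 note: 0% = enzyme with no compound and 100% = blank without enzyme; many of its hits are not listed in these tables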
Target sequence (P00748 20-372 limits assumed): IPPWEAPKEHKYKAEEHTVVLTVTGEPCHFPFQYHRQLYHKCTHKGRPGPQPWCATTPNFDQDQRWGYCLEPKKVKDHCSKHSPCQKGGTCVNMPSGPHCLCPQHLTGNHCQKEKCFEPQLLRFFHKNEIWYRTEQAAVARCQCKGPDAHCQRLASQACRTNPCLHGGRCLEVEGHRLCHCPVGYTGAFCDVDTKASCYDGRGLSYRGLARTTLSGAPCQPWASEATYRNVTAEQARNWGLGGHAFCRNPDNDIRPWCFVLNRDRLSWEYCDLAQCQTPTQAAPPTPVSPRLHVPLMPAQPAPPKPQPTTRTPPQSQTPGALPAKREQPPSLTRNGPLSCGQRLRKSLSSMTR
Target sequence (P00748 373-615 limits assumed): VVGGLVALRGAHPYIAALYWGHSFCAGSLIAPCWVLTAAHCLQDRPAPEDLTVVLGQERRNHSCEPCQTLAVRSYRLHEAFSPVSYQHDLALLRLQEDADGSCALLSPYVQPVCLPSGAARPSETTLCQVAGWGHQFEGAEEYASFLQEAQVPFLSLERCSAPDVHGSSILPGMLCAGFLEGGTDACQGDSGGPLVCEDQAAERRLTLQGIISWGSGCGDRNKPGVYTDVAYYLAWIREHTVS
TNF necrop inh: inhibitors of TNF-alpha induced necroptosis in Jurkat FADD-/- cells. Jurkat FADD-/- TNF necroptosis rescue, ATP luminescence, 24 h; 0 = TNF only, 100 = no-TNF cells. activation (protection from cell death), % at 10 µM. 0.068% of 220,000 active;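 active = activation, meaning protection from cell death, of at least 50% relative to plate controls; inactive = activation below 50%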;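 note: necroptosis triggered by 40 ng/mL TNF-alpha added together with compound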
Cl transport mod: modulates chloride dependent transport by human KCC2; KCC2 cells, thallium flux FluoZin-2 fluorescence; B-score of Tl+ flux slope (higher = more flux/activation; lower = inhibition) at 10 µM; 2.2% of 190,000 active; AID 1456;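 active = thallium flux slope and its plate-corrected score both differing from the plate sample mean at a set confidence after two filtering rounds, in either direction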;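 note: slope of fluorescence scaled to starting intensity during 10 to 20 s after thallium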
L929 necroptosis: blocks zVAD induced death of L929 cells; L929 zVAD necroptosis rescue, ATP luminescence, 24 h; with zVAD 60 µM; 0.38% of 220,000 active; AID 1377; viability rescue, % at 10 µM;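 active = activation, scaled between plate controls, above about 75%, limit read from the data; inactive = activation under that limit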;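 note: 0% = zVAD with DMSO and 100% = DMSO alone without zVAD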
hK5 inh: inhibitors of human kallikrein 5. recombinant hK5, fluorogenic AMC substrate cleavage. Q9Y337. inhibition, % at 5 µM. 0.59% of 210,000 active;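 active = inhibition of 40% or more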;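 note: 0% = enzyme controls without compound and 100% = no-enzyme blanks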
Target sequence (Q9Y337 67-293 limits assumed): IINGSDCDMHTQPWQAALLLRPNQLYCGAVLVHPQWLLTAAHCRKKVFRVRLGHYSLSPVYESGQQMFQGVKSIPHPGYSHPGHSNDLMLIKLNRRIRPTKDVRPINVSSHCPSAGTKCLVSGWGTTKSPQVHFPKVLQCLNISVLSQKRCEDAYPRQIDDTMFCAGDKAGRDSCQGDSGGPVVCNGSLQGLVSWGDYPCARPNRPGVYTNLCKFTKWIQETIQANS
Rad51 HR inh: Rad51 (human) homologous recombination inhibition; Q06609; hRad51 DNA strand exchange, fluorescence dequenching; inhibition, % at 10 µM; 0.085% of 200,000 active; AID 1385;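 active = inhibition above 40% at the single screening dose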;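 note: 0% = DMSO control wells and 100% = blanks with heterologous ssDNA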
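Material: hRad51 filaments on single-stranded DNA; Reagent: Donor/quencher-labelled 47-bp dsDNA substrate; Compound: 10 µM final, single point; Schedule: 37 °C 15-min filament assembly, 30-min compound preincubation, 15-min exchange; Technique: FRET fluorescence, excitation 485 nm, emission 520 nm; Benchmarks: control wells and blank wells on each plate.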
Thrombin inh: inhibitors of human thrombin; AID 1046; alpha-thrombin, Boc-VPR-AMC fluorogenic substrate cleavage; 0.26% of 220,000 active; P00734; inhibition, % at 5 µM;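 active = inhibition at or above 40%; inactive = inhibition below 40%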;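 note: 0% = enzyme with no compound and 100% = wells without enzyme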
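System: human alpha-thrombin protein; Compound dosing: one concentration per compound, 5 µM, with 0.2% DMSO; Timing: reaction at room temperature; Technique: AMC fluorescence, 355/460 nm; Controls: enzyme without compound as high, wells lacking enzyme as low.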
FXIa inh: blocks human coagulation factor XIa protease activity. inhibition, % at 5 µM. 0.14% of 220,000 active. purified FXIa, Boc-Glu-Ala-Arg-AMC fluorogenic substrate. AID 798;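 active = inhibition of at least 40%; inactive = inhibition below 40%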;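 note: fluorescence of freed AMC excited at 355 nm; 0% = enzyme without compound and 100% = no enzyme blank; many of its hits are not listed in these tables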
Hck Nef HTS: inhibitors of human Hck kinase activated by Nef; 0.68% of 220,000 active; P08631; inhibition, % at 20 µM; Recombinant Hck-YEEI plus Nef, Z-Lyte FRET kinase assay;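 active = Hck-Nef kinase inhibition above about 50%, limit read from the data; inactive = inhibition below that limit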;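 note: 0% = DMSO with Hck plus Nef and 100% = Hck alone without Nef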
An asterisk follows results filed as active; x = not tested or not shown. A portion of the library. The share of hits here may be higher or lower than overall.

SMILES	FXIIa inh 1536	TNF necrop inh	Cl transport mod	L929 necroptosis	hK5 inh	Rad51 HR inh	Thrombin inh	FXIa inh	Hck Nef HTS
COc1ccc(CNC(=O)CN2C(=O)C3C4C=CC(C4)C3C2=O)cc1 (stereo unspecified)	4.3	0.9	0.107	-0.5	5.5	-34.6	0.2	-0.6	15.1
O=C(CCC1CCCN(C(=O)c2ccc3c(c2)OCCO3)C1)NCc1ccccc1F (stereo unspecified)	12.8	1.2	-0.654	-1.1	x	x	0.0	3.0	11.4
CCC(C)(NC(=O)c1ccc2c(c1)OCO2)C(=O)NC1CCCCC1 (stereo unspecified)	7.5	0.6	0.965	0.2	-0.3	-5.8	0.5	-7.5	0.3
COc1ccc(N=C2SC(CC(=O)Nc3ccccc3)C(=O)N2CCN2CCOCC2)cc1 (stereo unspecified)	x	3.9	-0.889	-1.0	-0.9	-8.5	-3.5	7.5	-51.7
CC1(C)C2CC=C(/C=N/NC(=O)c3ccc(O)cc3)C1C2 (stereo unspecified)	5.2	3.5	0.315	7.3	-5.2	7.6	-11.2	-3.4	1.8
CCOC(=O)c1sc2nc3c(cc2c1N)COC(C(C)C)C3 (stereo unspecified)	16.7	-1.4	-0.101	-0.2	-35.1	-37.4	4.8	3.8	7.5
O=C(CCn1cccc1)NCCc1ccc(Cl)cc1	16.4	1.7	x	-0.4	-1.3	-7.3	3.0	2.2	-3.8
Cc1c(Cl)cccc1-n1c(SCC(=O)NCc2cccs2)nnc1-c1ccncc1	16.5	0.5	-1.19	-0.3	-1.3	-4.4	4.2	3.1	0.4
CCOc1nc(N2CCCCC2)nc(-n2cc(-c3ccccc3)nn2)n1	8.0	0.4	0.208	0.1	1.7	4.8	-0.5	-4.2	1.2
CCCn1c(-c2ccc(OC)cc2)nc2c(=O)n(C)c(=O)[nH]c21	4.7	-0.9	-0.589	0.2	-8.8	-7.3	-3.2	-0.2	-20.2
COc1cccc(C(=O)Nc2nc3c(s2)CN(C)CC3)c1	12.9	-0.6	0.0191	0.1	1.6	-1.9	0.9	-0.5	2.9
O=C(O)CC(NC(=O)Cc1ccc([N+](=O)[O-])cc1)c1ccc2c(c1)OCO2 (stereo unspecified)	7.9	-0.4	-1.5	0.3	11.9	x	-1.0	1.5	7.7
Clc1ccc(-n2nnnc2-c2ccccc2)cc1	3.0	-0.9	0.128	-1.4	-7.1	-3.3	0.9	-2.3	-3.5
O=C(NC1CCCCC1)C(c1ccc(F)cc1)N(C(=O)c1cccs1)c1ccc2c(c1)OCO2 (stereo unspecified)	12.7	-2.2	x	0.0	4.0	0.2	6.1	1.7	2.9
N#CC1=C(N)SC(N)=C(C#N)C1c1ccoc1	-10.7	-3.2	0.19	0.2	-2.6	-51.2	-6.6	-6.5	19.9
COc1ccccc1NC(=O)c1ccccc1S(=O)(=O)c1ccccc1[N+](=O)[O-]	0.8	-1.0	-0.0206	-0.2	-16.7	-0.2	2.9	5.3	1.6
COc1nc(C)ccc1-c1noc(-c2ccco2)n1	-12.8	-1.4	0.235	0.6	0.4	5.2	-3.9	-4.6	6.2
CCN(CC(=O)Nc1ccccc1Br)Cc1nc2ccccc2c(=O)[nH]1	10.9	-0.4	0.51	-0.2	-144.6	-4.1	3.6	4.0	1.0
CCOCC(=O)Nc1cccc(C(=O)OCC)c1	12.3	1.1	0.685	0.2	-0.6	7.6	1.8	-2.5	1.9
O=C1CCc2cc(S(=O)(=O)N3CCN(c4cccc(Cl)c4)CC3)ccc2N1	-3.0	-0.6	x	0.9	6.3	2.6	-6.0	-10.0	2.9
CC(Sc1n[nH]c(N)n1)c1nc2scc(-c3cccs3)c2c(=O)[nH]1 (stereo unspecified)	-3.3	-1.0	x	-0.9	-23.9	-4.0	-2.8	-7.9	-20.0
Cc1cc(F)ccc1S(=O)(=O)Nc1ccccc1C(=O)Nc1ccccc1N1CCOCC1	2.0	-0.7	0.0478	-0.1	-22.2	-2.5	-4.3	-7.5	-0.3
CCn1c(Cn2nnc(-c3ccccc3)n2)nnc1SCC(=O)Nc1cccc(C)c1C	13.8	0.7	x	1.0	1.6	-6.1	-2.2	1.7	-0.9
O=C(COC(=O)/C=C/c1ccc(S(=O)(=O)N2CCOCC2)cc1)NCc1ccccc1	1.8	-1.5	-1.67	4.3	-4.3	0.6	-1.8	-1.3	10.4
O=C(COC(=O)c1cncc(Br)c1)NCc1ccccc1Cl	10.2	1.4	-1.03	2.4	-7.0	-6.5	-6.4	-1.9	15.9
O=C(Nc1ccccc1C(=O)O)c1ccc(Br)o1	-6.3	-3.6	-1.62	0.6	5.5	-2.2	-20.0	4.3	1.0
O=C(CSc1nnc(Cc2ccccc2)o1)c1ccc(F)cc1	-3.0	42.3	-4.32*	1.0	-2.6	-4.8	-6.1	-3.9	8.6
CC(C)N(Cc1cnn(C)c1)Cc1nc(-c2ccc(Cl)cc2)no1	11.5	1.0	-0.00675	1.0	-0.3	-1.9	-5.2	-3.2	17.3
CCN(CC)C(=O)Cn1c(=O)n(-c2ccccc2)c(=O)c2sccc21	9.1	-0.2	-0.402	0.7	4.0	-6.0	-2.4	0.1	-1.0
CCOC(=O)N1CCN(c2cc(=O)n(-c3cccc(Br)c3)c(=O)[nH]2)CC1	12.0	1.3	0.237	0.8	-4.1	3.8	0.6	-0.2	21.6

The final 3 compounds of the section above come first, to join the parts.
SMILES	FXIIa inh 1536	TNF necrop inh	Cl transport mod	L929 necroptosis	hK5 inh	Rad51 HR inh	Thrombin inh	FXIa inh	Hck Nef HTS
CC(C)N(Cc1cnn(C)c1)Cc1nc(-c2ccc(Cl)cc2)no1	11.5	1.0	-0.00675	1.0	-0.3	-1.9	-5.2	-3.2	17.3
CCN(CC)C(=O)Cn1c(=O)n(-c2ccccc2)c(=O)c2sccc21	9.1	-0.2	-0.402	0.7	4.0	-6.0	-2.4	0.1	-1.0
CCOC(=O)N1CCN(c2cc(=O)n(-c3cccc(Br)c3)c(=O)[nH]2)CC1	12.0	1.3	0.237	0.8	-4.1	3.8	0.6	-0.2	21.6
COc1cccc(CC2(CO)CCCN(Cc3[nH]c4ccc(C)cc4c3C)C2)c1 (stereo unspecified)	8.3	2.3	0.0762	52.5	x	x	-3.8	-0.1	6.3
CC(C)N(Cc1nc(-c2ccc(Cl)cc2)no1)C(=O)c1cccs1	19.8	0.5	x	1.0	-9.8	2.2	2.8	4.8	-0.2
O=C1CCCC(O)=C1N=Nc1c(Cl)cc(Cl)cc1Cl	13.1	-2.4	2.04	0.1	-8.9	-0.3	-10.3	3.9	1.5
Cc1ccc(C(=O)N2CCN(C(=O)c3ccc(C)cc3)C2)cc1	x	-0.4	-0.325	2.2	-3.8	6.6	-5.0	-6.1	-32.7
COCCCN1C(=O)C(O)=C(C(=O)c2ccco2)C1c1ccc(Br)cc1 (stereo unspecified)	-11.2	-1.6	-0.556	1.2	-17.4	4.5	-3.5	-14.8	-25.3
O=C(NC(=S)Nc1ccccc1O)c1ccc(-c2ccc(Cl)cc2)o1	6.0	-2.4	x	0.4	-16.1	1.4	-1.8	-5.0	0.4
Cc1ccc(NC(=O)CCNC(=O)c2ccc(Cl)cc2)cc1F	9.6	5.3	0.417	0.4	-13.3	x	-1.6	1.3	-26.6
O=C(C(=O)N1CCCc2ccccc21)c1c[nH]c2ccccc12	18.9	-3.9	x	0.7	2.6	5.2	5.5	-4.6	1.2
O=C(O)C1CCCCC1C(=O)NCCCCc1ccccc1 (stereo unspecified)	1.1	-2.8	-0.192	0.0	8.7	-4.7	-2.3	-7.1	-0.4
CCOC(=O)c1c(/N=C/c2ccc(C)cc2O)sc2c1CCC2	11.8	1.8	0.877	1.9	-0.9	-15.3	1.0	2.4	2.4
COCCn1c(COC)nc2ccccc21	12.0	-0.7	0.882	-0.3	4.6	x	1.0	3.4	5.4
Cc1ccc(-c2cc(C(F)(F)F)nc(SCC(=O)c3cccc([N+](=O)[O-])c3)n2)cc1	10.4	1.3	-0.282	0.9	-9.3	6.3	3.9	10.0	-2.8
CC(=O)OC(C(=O)NC1CCCCC1)c1ccc(C#N)cc1 (stereo unspecified)	12.5	31.7	0.552	0.5	4.9	-9.1	-0.7	6.2	0.1
CCCCN(CC(=O)NCc1ccc(F)cc1)C(=O)c1ccco1	11.8	0.4	x	-1.8	26.0	1.9	14.4	1.6	10.2
Cc1c(C=O)n(C)n(-c2ccccc2)c1=O	9.1	0.1	-1.97	3.9	-0.1	-13.2	10.6	-4.4	20.3
O=C(Nc1ccc(S(=O)(=O)NCc2cccnc2)cc1)c1ccco1	1.5	-4.9	0.185	0.9	-5.1	-0.8	-1.9	-7.9	0.5
Cc1cccc(-n2c(CNC(=O)c3ccccc3)nnc2SCC(=O)Nc2nccs2)c1	10.4	1.4	-0.697	1.4	-8.6	-1.5	-4.7	6.0	-3.4
O=[N+]([O-])c1ccc(/C([O-])=C(/C(=S)Nc2ccccc2F)[n+]2ccccc2)cc1	8.2	-0.8	-0.145	-0.4	3.5	-1.3	0.3	-3.3	12.8
CCOc1ccccc1NC(=O)CN1C(=O)C(=O)N(Cc2ccco2)C1=O	2.4	0.3	-1.24	1.6	3.1	16.3	-4.1	3.0	-0.3
CCOc1ccc(-n2c(=S)sc3c(=O)[nH]c(SCC(=O)NCC4CCCO4)nc32)cc1 (stereo unspecified)	9.0	1.1	-0.0187	x	-3.9	x	0.7	4.0	1.8
OCCN1CN=C(Nc2nc3ccccc3s2)NC1	13.7	1.1	0.38	0.4	2.0	0.6	4.8	1.5	9.3
Cn1c(=O)[nH]c(=O)c2c1nc(Br)n2CCSc1nnnn1-c1ccccc1	9.7	-2.0	-0.0623	-0.1	-0.5	3.4	-5.5	-11.9	-0.2
CCOC(=O)CC(=O)Nc1nc2ccccc2s1	18.3	1.7	x	3.0	-2.5	5.6	5.0	6.8	0.0
CCCCCCCCOC1OC(CO)C(O)C(O)C1NC(C)=O (stereo unspecified)	-2.3	-5.2	x	-0.4	-4.8	-4.2	-6.5	-7.5	0.0
COC(=O)c1cc(C(=O)Nc2ccc(S(N)(=O)=O)cc2)cc([N+](=O)[O-])c1	7.3	-0.3	0.903	0.5	-1.6	x	-0.9	-3.7	13.9
Fc1ccc(N2CCN(Cc3cnc(N4CCOCC4)s3)CC2)cc1	8.3	0.4	0.079	0.1	-0.4	5.4	-5.1	2.4	-10.6
Cc1ccc(-n2nnnc2-c2cnc3ccc(Cl)cc3c2-c2ccccc2)cc1	-3.6	-8.9	0.963	0.3	2.7	2.1	-3.1	-6.7	-0.7
COc1cc(S(=O)(=O)Nc2cccc(C)c2)ccc1N=Cc1c(C)[nH]n(-c2ccccc2)c1=O	12.8	-3.1	0.109	0.9	-5.6	x	1.1	8.1	2.5
COc1cccc(-c2cc(C(F)(F)F)c(C#N)c(=O)[nH]2)c1	-2.8	-0.5	-1.01	2.3	-3.8	-0.4	-22.6	-7.4	41.7
Cc1cc(C)n(-c2nnc(N3CCN(c4ccc(F)cc4)CC3)nn2)n1	3.3	1.6	0.651	0.0	-1.4	-2.9	-1.8	-5.0	-18.1
COc1ccccc1NC(=S)N1CCNC(=O)C1CC(=O)Nc1cccc(C)c1 (stereo unspecified)	12.6	-0.1	1.28	0.2	6.4	-23.0	1.6	4.1	9.7
